# CHRM5 agonist: CHRM5 agonism in calcium assay | activation, % at 3 µM | CHO-K1 hM5 cells, Fluo-8 calcium fluorescence; 0% DMSO wells, 100% maximal acetylcholine response | 360,000 compounds, 0.19% hits | P08912;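 active = activation above the run's mean over test compounds plus 3 SD, cut at about 23% in these data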;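 note: signal is peak over basal fluorescence ratio across the kinetic read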
# TAAR1 ag: agonists of human TAAR1; 360,000 compounds, 0.99% hits; CHO RD-HGA16 TAAR1, Fluo-8 calcium fluorescence; vehicle wells 0%, saturating PEA agonist 100%; Q96RJ0; activation, % at 3 µM;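 active = activation above the mean activation of all test compounds in the run plus 3 SD, cut at about 38% in these data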
# Target sequence (Q96RJ0 whole entry, looked up): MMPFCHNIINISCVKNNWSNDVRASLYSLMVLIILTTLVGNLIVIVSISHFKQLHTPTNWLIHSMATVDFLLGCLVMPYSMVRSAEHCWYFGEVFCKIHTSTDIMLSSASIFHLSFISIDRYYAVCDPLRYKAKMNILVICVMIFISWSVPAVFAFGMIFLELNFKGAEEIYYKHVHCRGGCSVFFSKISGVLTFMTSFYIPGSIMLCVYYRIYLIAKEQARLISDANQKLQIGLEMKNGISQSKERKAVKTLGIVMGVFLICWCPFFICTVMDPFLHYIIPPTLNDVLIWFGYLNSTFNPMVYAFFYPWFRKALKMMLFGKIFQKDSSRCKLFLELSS
#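 Assay system – CHO-derived RD-HGA16 cells with stable Gα16 and human TAAR1 · Compound dosing – one-point dosing at 3 µM (nominal) · Incubation – 17-24 h seeding, 75 min 37 °C dye, 30 min RT · Measured by – kinetic Fluo-8 calcium fluorescence · Control set – DMSO vehicle as 0%, PEA at EC100 as 100% · Repeats – single well for each compound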
# M5 PAM: positive allosteric modulators of human muscarinic M5 receptor; CHO-K1 hM5, Fluo-8 calcium, ACh EC20 PAM; 0% = ACh EC20, 100% = ACh EC100; activation, % at 3 µM; 360,000 compounds, 0.3% hits;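 active = activation above the run cutoff, the mean activation of all test compounds plus 3 SD, cut at about 18% in these data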
#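 Test system: CHO-K1 hM5 cells / Doses: single-point, 3 µM nominal / Times: Post-acetylcholine fluorescence recording 140 s / Technique: Fluo-8 calcium fluorescence / Measure: Max/basal fluorescence ratio as % of EC20–EC100 ACh window / Benchmarks: low control EC20 acetylcholine (0%), high control EC100 acetylcholine (100%) / Replicates: one well per compound, no replicates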
# M5 antag: antagonists of human muscarinic M5 receptor (CHRM5); P08912; CHO-hM5 cells, Fluo-8 calcium fluorescence, ACh EC80; inhibition, % at 3 µM; 360,000 compounds, 0.59% hits; AID 624040;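 active = inhibition above a per-plate cutoff, the mean of that plate's test compounds plus 3 SD, cut at about 27% in these data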;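 note: 0% = acetylcholine EC80 with DMSO and 100% = DMSO without agonist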
# CRFR2-BP antag: antagonists of CRF-binding protein/CRF-R2 receptor complex; HEK293 CRF-R2/CRF-BP, CRF-induced calcium fluorescence; inhibition, % at 11.8 µM; 350,000 compounds, 0.59% hits; AID 588475;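 active = inhibition of the ligand-induced calcium signal above about 50% at the single tested concentration, limit read from the data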
# M4 PAM: potentiates acetylcholine response at human M4 receptor | activation, % at 3 µM | AID 624126 | CHO-K1 hM4/Gqi5, Fluo-8 calcium fluorescence, ACh EC20; 0% = ACh EC20, 100% = maximal ACh | 360,000 compounds, 0.4% hits | P08173;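 active = activation above its plate's cutoff, the mean activation of sample wells plus 3 SD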; note: some results filed as inactive read as strong as hits
# Target sequence (P08173 whole entry, looked up): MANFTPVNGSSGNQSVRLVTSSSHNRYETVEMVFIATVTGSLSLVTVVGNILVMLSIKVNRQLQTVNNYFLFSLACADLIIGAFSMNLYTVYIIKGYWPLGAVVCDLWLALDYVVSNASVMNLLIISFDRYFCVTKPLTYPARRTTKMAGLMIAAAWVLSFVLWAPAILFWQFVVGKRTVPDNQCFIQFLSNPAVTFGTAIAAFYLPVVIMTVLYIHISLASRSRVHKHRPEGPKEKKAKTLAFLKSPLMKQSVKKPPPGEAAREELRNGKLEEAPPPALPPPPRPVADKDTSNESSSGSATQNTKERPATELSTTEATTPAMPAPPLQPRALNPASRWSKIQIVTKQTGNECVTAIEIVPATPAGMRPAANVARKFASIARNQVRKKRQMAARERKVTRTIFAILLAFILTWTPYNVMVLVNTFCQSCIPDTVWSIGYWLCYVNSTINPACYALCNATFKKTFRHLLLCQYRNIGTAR
# CRFR2-BP ag: CRF-BP/CRF-R2 complex agonism; HEK293 CRF-R2/CRF-BP, calcium dye fluorescence (FLIPR); percent of saturating CRF peptide response; activation, % at 13.2 µM; 350,000 compounds, 0.46% hits; AID 588473;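 active = activation of at least 50%, plus an integration ratio under a set limit after plate pattern correction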;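 note: plate controls were neutral control wells without compound for no effect and CRF at EC100 for full effect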
# TAAR1 antagonist: antagonists of human TAAR1; 360,000 compounds, 1.5% hits; Q96RJ0; CHO RD-HGA16 TAAR1, Fluo-8 calcium fluorescence, antagonist; inhibition, % at 3 µM;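 active = inhibition above a per-plate cutoff, the mean inhibition of test compounds on that plate plus 3 SD, cut at about 49% in these data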;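 note: 0% = DMSO plus EC80 beta-PEA response and 100% = DMSO alone without agonist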
#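 Material: CHO RD-HGA16 cells bearing hTAAR1; compound dosing: one-point dosing, 3 µM nominal final; schedule: dye loading 75 min at 37 °C, then 30 min room temperature; measured by: calcium fluorescence with Fluo-8; control set: vehicle and agonist controls; replication: n of 1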
# M1 PAM parental: nonselective activator or artifact in parental CHO-K1 calcium assay | AID 602247 | 360,000 compounds, 0.02% hits | activation, % at 3 µM | ATP EC20, Fluo-8 calcium fluorescence; 0% at ATP EC20, 100% at ATP max;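 active = activation above the run cutoff, the mean activation of all test compounds plus 3 SD, cut at about 40% in these data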;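 note: peak over basal fluorescence ratio in a 140 s read after ATP addition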
# An asterisk follows results filed as active; x = no result given. Outcome played no part in choosing rows (roughly 4.2% active in at least one column).
Structure	CHRM5 agonist	TAAR1 ag	M5 PAM	M5 antag	CRFR2-BP antag	M4 PAM	CRFR2-BP ag	TAAR1 antagonist	M1 PAM parental
COc1ccc(N2CC(C(=O)Nc3nc4ccc(OC)cc4s3)CC2=O)cc1 (stereo unspecified)	2	8	-3	9	-13	-5	-0.9	-3	3
O=C(CCCCCN1C(=O)c2ccccc2C1=O)NCc1ccco1	-2	8	1	6	-1	9	-0.4	8	8
COc1ccc(N2CCN(C(=S)Nc3cccc(C)c3C)CC2)cc1	-1	10	-2	0	-23	8	-0.8	1	4
CCN(CC)S(=O)(=O)c1cccc(NC(=O)COC(=O)c2n[nH]c(=O)c3ccccc23)c1	4	17	-15	24	-29	-12	1.3	18	9
CCCCCC(=O)NNC(=S)NC(=O)c1cccc([N+](=O)[O-])c1	-2	4	-1	-1	-12	4	-3.0	-22	12
COc1ccc(/C=N/n2c(N)nc(-c3ccccc3)c2-c2ccccc2)cc1	-2	7	2	3	-6	6	-0.4	26	17
Cc1ccc(C(=O)NN=Cc2ccc3c(c2)OCO3)cc1	-1	2	2	14	24	4	-0.1	16	7
COCCNc1ncnc2c1ncn2[C@H]1CN(Cc2cc(OC)c(OC)c(OC)c2)C[C@@H](CO)O1	1	2	-7	3	x	-6	x	0	-15
O=C(NCC1CCCO1)c1ccc2c(c1)ncn2-c1cccc(F)c1 (stereo unspecified)	-5	1	-2	-3	6	-4	4.0	-12	27
COc1cccc(Cn2cccc(NC(=O)NC3CCCCC3)c2=O)c1	-7	51*	-2	-4	9	0	1.4	-8	16
Cc1ccc(F)c(S(=O)(=O)NC(=O)C2(C)CCN2C(=O)Cc2ccc(Cl)cc2Cl)c1 (stereo unspecified)	0	4	-5	8	x	-3	x	-2	5
COc1cc(C(=O)N(C)CC(=O)Nc2cccc(F)c2)ccc1OCc1ccccc1	5	3	2	3	-2	1	0.9	-15	13
CCNc1nc(OCCNS(=O)(=O)c2cc(C)ccc2C)nc(N(C)C)n1	-1	-2	-4	4	-13	7	-0.9	-8	-3
Cc1ccc(NC(=O)CN(C)C(C)C(=O)Nc2ccc(S(=O)(=O)N3CCCC3)cc2)cc1 (stereo unspecified)	1	9	-5	5	-27	4	1.7	3	-3
Cc1ccccc1C1c2[nH]c3ccccc3c2CCN1Cc1cccn1-c1ncccn1 (stereo unspecified)	-18	0	-29	-5	-7	-47	2.2	-21	-14
CCCC(=O)Nc1nc2ccc(NC(=O)c3c(F)c(F)c(OC)c(F)c3F)cc2s1	-6	8	-8	5	-3	-20	0.7	37	3
COC(=O)c1ccc(CSc2n[nH]c(-c3ccccc3)n2)o1	0	7	6	4	-1	12	-0.9	3	-5
CCC(C)(NC(=O)c1ccccn1)C(=O)NC1CCCC1 (stereo unspecified)	-2	3	5	12	2	0	2.4	-16	17
CCOc1cnc(-c2c(-c3c(F)cccc3Cl)noc2C)o1	-10	1	-2	-3	7	-2	-13	-3	-4
CC1=C(C(=O)OC(C)(C)C)C(c2ccco2)C(C#N)=C(N)O1 (stereo unspecified)	2	7	0	5	9	6	-0.5	3	-3
Oc1ccccc1/C=N/NC(=S)NC1CC2CCC1C2 (stereo unspecified)	-6	6	-4	1	-24	-13	0.4	21	12
CCC(=O)N(C)C[C@@H]1Oc2ncc(Br)cc2C(=O)N([C@@H](C)CO)C[C@H]1C	1	2	3	1	-1	-5	4.6	0	4
CCOc1ccc(Br)cc1CNc1ccc2c(c1)OCCO2	-3	-2	-1	3	-7	-1	-2.5	4	6
O=C(CCN1C(=O)C2C3C=CC(C3)C2C1=O)NCC1CCCO1 (stereo unspecified)	-1	2	4	11	3	1	0.4	-21	11
O=C(NCCNC(=O)Nc1ccc(Cl)cc1)Nc1ccc(Cl)cc1	2	4	1	10	-7	3	-0.6	5	-19
c1coc(-c2nc3ccccc3nc2-c2ccco2)c1	-1	0	-5	11	-8	2	1.1	-3	8
Nc1ccc(S(=O)(=O)Nc2nc3ccccc3o2)cc1	-6	0	1	21	-12	0	0.5	-5	14
CC(=O)Nc1ccc([N+](=O)[O-])cn1	-3	0	1	-4	-6	17	1.7	9	12
O=C1Nc2ccccc2-n2nnnc2C1N1CCN(c2ccc(F)cc2)CC1 (stereo unspecified)	5	10	2	-2	x	1	x	3	x
COc1cc(NC(=O)Cc2ccccc2)ccc1NC(=O)c1ccccc1	1	35	-3	7	2	-1	-0.1	10	-1
COc1ccccc1NS(=O)(=O)c1ccc(NC(=O)N2CCCCC2)cc1	4	8	-1	2	-22	-4	0.6	-9	14
CC(C)C(=O)N1CCCC1(C)C(=O)Nc1ccc2c(c1)OCO2 (stereo unspecified)	0	x	-3	9	x	9	x	x	13
CCOC(=O)N1CCC(=NNc2nc3ccccc3s2)CC1	-2	0	1	5	7	-1	-1.0	-27	14
O=C(Nn1cnnc1)c1cc2c(s1)CCCCC2	1	13	-8	2	18	9	-0.7	12	2
CC(C)C(=O)NC(NC(=S)Nc1ccc(S(N)(=O)=O)cc1)C(Cl)(Cl)Cl (stereo unspecified)	-2	1	2	-3	17	-2	-3.6	9	19
COc1ccc(S(=O)(=O)CCc2nnc(NC(=O)c3ccc(F)cc3)s2)cc1	-1	0	-2	9	-7	10	-0.6	-5	18
CCNC(=O)C1(C)CCN(Cc2noc(-c3c(C)noc3C)n2)C1 (stereo unspecified)	0	0	-2	-2	x	-4	x	-8	8
CC(=O)c1ccc(OCc2cc(C(=O)NCC3CCCCO3)no2)cc1 (stereo unspecified)	2	3	-1	1	-4	2	0.8	-12	10
CN(CC(=O)OCC(=O)NCC(F)(F)F)S(=O)(=O)c1ccc(Cl)cc1	-1	1	3	-21	20	6	-0.1	-2	27
O=C(NC1CCCC1)C(c1ccccc1F)N(C(=O)c1ccco1)C1CCCC1 (stereo unspecified)	-6	4	-13	4	-11	-10	0.2	1	11
C=C1C(=O)C=C[C@]2(C)C[C@@H]3OC(=O)[C@](C)(O)[C@H]3C[C@@H]12	-1	3	-2	4	31	4	0.1	8	15
CC(C(=O)O)n1cnc2sc3c(c2c1=O)CCCC3 (stereo unspecified)	1	5	1	-2	6	-3	-0.5	2	18
CC(=O)c1c(N2CCN(C(=O)C3CCCO3)CC2)nc(=S)n(-c2ccccc2)c1C (stereo unspecified)	-5	9	2	2	1	-9	1.6	2	21
COc1ccc(CCNC(=O)COC(=O)C2CCCCC2)cc1	0	2	0	4	0	0	-2.9	-31	18
COC(=O)c1cn(NC(=O)c2cccc(N(C)C)c2)c(=O)c2ccccc12	2	4	-2	-8	20	1	-2.8	-13	7
Nc1nonc1-c1nc2ccccc2n1CC(=O)N/N=C/c1ccc(-c2cccc(C(=O)O)c2)o1	0	4	5	-5	-18	-3	1.9	8	8
Cc1cccc(N2CCN(C(=O)c3cc4c(=O)[nH]c5ccccc5c4n3C)CC2)c1C	-10	6	15	8	-50	2	2.2	-11	-11
CN(C)c1ccc(C=NNC(=S)Nc2ccc(F)cc2)cc1	3	2	4	6	-18	-2	0.6	-8	-9
CCCN(CC1CC1)C(=O)COC(=O)c1oc2c(F)cccc2c1C	-2	-3	-3	-1	26	3	-2.3	5	14
CC(=O)c1c(C)n(-c2ccccc2)c2ccc(OCC(O)CN3CCOCC3)cc12 (stereo unspecified)	0	3	0	-3	-2	1	0.6	-8	7

# More records
Structure	CHRM5 agonist	TAAR1 ag	M5 PAM	M5 antag	CRFR2-BP antag	M4 PAM	CRFR2-BP ag	TAAR1 antagonist	M1 PAM parental
Cc1n[nH]c(C)c1CCC(=O)N/N=C/c1cccs1	0	2	-7	1	0	4	-0.4	-12	-6
Cc1ccc(NC(=O)C(C)Oc2ccccc2)cc1S(=O)(=O)N1CCCCCC1 (stereo unspecified)	-5	3	-2	6	-21	-1	12	20	3
CCNc1nc(N2CCCC2)nc(N2CCCC2)n1	-7	16	0	2	-20	-8	-1.2	-11	6
COc1ccc(N2C(=O)CSC2c2ccccc2[N+](=O)[O-])cc1 (stereo unspecified)	-20	1	-4	8	12	-10	-3.1	-27	-15
Cc1c(Cl)cccc1NC(=O)CNC(=O)CCCc1nc2ccccc2c(=O)[nH]1	1	0	6	5	-11	13	0.0	-38	9
CCCC(c1nnnn1Cc1ccc(OC)cc1)N1CCC(C(N)=O)CC1 (stereo unspecified)	-5	5	4	-1	15	11	-1.7	-16	24
[2H]C(CCOS(N)(=O)=O)c1ccccc1 (stereo unspecified)	-1	0	0	-4	-5	9	0.2	10	6
CCOC(=O)C1=C(CN2CCc3ccccc32)NC(=O)NC1c1ccc(Cl)cc1 (stereo unspecified)	-4	29	0	-5	-38	5	3.8	-1	16
Cn1cc(S(=O)(=O)Nc2cccc(F)c2)c(=O)n(C)c1=O	0	1	-8	5	-19	-1	2.7	-12	26
COc1ccc(CN2C(=O)C(CC(=O)NC(c3ccccc3)c3ccccc3)CC(C(=O)N(C(C)C)C(C)C)=C2C)cc1 (stereo unspecified)	-1	1	-5	9	5	1	-0.4	7	-2

# Of the compounds above, these contain bromine:
Structure	CHRM5 agonist	TAAR1 ag	M5 PAM	M5 antag	CRFR2-BP antag	M4 PAM	CRFR2-BP ag	TAAR1 antagonist	M1 PAM parental
CCC(=O)N(C)C[C@@H]1Oc2ncc(Br)cc2C(=O)N([C@@H](C)CO)C[C@H]1C	1	2	3	1	-1	-5	4.6	0	4
CCOc1ccc(Br)cc1CNc1ccc2c(c1)OCCO2	-3	-2	-1	3	-7	-1	-2.5	4	6

# (cont.)
Structure	CHRM5 agonist	TAAR1 ag	M5 PAM	M5 antag	CRFR2-BP antag	M4 PAM	CRFR2-BP ag	TAAR1 antagonist	M1 PAM parental
C#CCOCCOCCOCCNc1nc(N2CCN(C(=O)[C@H](CCCCN)n3cc([C@@H](N)C(C)CC)nn3)CC2)nc(N2CCN(C(=O)[C@H](Cc3cc4ccccc4[nH]3)n3cc([C@@H](N)C(C)CC)nn3)CC2)n1 (stereo partly specified)	2	x	13	2	-6	-4	0.6	x	14
COc1cc(C(O)c2nc(-c3cccc(C(=O)O)c3)cs2)ccc1F (stereo unspecified)	1	1	3	-2	x	7	x	-33	12
CCN(CC)CCOC(=O)C1(c2ccc(OC)c(OC)c2)CCCC1	-8	x	-16	28*	-7	-12	6.1	x	18
COc1ccc(S(=O)(=O)Nc2cc3c4c(c2)CC(=O)N4CCC3)cc1C	4	0	3	-6	9	-3	-1.1	-29	-17
Cc1[nH]c(=O)[nH]c(=O)c1S(=O)(=O)N1CCCC(C(=O)N2CCC(Cc3ccccc3)CC2)C1 (stereo unspecified)	0	0	1	-4	22	2	-2.7	-3	6

# Assay outcomes: PubChem BioAssay, several laboratories
